# High-throughput results deposited in PubChem by several laboratories.
# DAX1 inh-1: NR0B1 (DAX1) inhibition; P51843; HEK293 Gal4-DAX1 luciferase reporter, luminescence; inhibition, % at 6.75 µM; actives 0.99% (n = 340,000); AID 504766;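 active means inhibition above the mean over all tested compounds plus 3 SD, cut at about 4.2% in these data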;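 further: 0% = DAX1-transfected cells with DMSO and 100% = empty-vector control cells with DMSO; inhibition shows as a rise in luminescence from relieved DAX1 repression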
# NPR1 activator: GC-A (human) enzyme activation | P16066 | actives 0.14% (n = 370,000) | activation, % at 10 µM | HEK293 GC-A cells, cGMP TR-FRET, EC30 ANP; 0% at EC30 ANP, 100% saturating ANP; in the data active means activation above about 40%
# Target sequence (P16066 whole entry, looked up): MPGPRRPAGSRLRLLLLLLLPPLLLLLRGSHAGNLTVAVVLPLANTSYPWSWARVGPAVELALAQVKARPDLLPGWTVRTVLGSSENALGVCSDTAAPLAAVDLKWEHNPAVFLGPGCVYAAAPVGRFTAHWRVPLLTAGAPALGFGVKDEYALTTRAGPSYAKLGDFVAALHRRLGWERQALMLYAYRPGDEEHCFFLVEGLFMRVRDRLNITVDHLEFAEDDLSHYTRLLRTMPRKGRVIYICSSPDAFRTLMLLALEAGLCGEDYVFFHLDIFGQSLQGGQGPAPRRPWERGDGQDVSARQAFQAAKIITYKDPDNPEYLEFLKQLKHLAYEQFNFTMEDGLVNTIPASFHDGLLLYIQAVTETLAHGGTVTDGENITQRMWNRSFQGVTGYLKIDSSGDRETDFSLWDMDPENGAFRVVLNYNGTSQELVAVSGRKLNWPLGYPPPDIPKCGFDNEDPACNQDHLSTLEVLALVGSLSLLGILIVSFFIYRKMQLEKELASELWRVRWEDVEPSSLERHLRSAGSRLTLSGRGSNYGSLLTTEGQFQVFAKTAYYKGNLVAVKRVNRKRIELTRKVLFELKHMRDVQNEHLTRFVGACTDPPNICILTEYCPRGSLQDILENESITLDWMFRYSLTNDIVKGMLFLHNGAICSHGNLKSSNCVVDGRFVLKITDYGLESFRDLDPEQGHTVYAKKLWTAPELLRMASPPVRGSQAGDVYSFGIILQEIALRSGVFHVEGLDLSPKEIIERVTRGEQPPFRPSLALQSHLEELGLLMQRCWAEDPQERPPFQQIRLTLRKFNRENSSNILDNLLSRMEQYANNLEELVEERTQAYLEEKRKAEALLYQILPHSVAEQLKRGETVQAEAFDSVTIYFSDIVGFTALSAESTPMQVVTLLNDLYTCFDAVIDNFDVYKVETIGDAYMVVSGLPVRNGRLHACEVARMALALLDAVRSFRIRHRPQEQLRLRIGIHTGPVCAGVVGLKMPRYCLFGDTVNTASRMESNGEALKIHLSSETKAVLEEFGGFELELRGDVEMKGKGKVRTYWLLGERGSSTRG
# GAA850 FXN act: activators of GAA850 frataxin (FXN) promoter; AID 540364; HEK293 lucGAA850 FXN promoter luciferase reporter, 24 h; percent of 10 µM SAHA response; actives 0.56% (n = 360,000); activation, % at 6 µM;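 active means activation above the average of all compounds screened plus 3 SD, cutoff fixed separately per campaign, cut at about 7.5% in these data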;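 further: 0% = DMSO wells and 100% = 10 µM SAHA wells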
# hcDAF12 agonist: activators of H. contortus DAF-12 nuclear receptor. HEK293 hcDAF-12 lit1-tk-luc reporter, luminescence; 0% DMSO, 100% Δ7-dafachronic acid. activation, % at 6.8 µM. actives 1.4% (n = 370,000). AID 652067;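 active means activation above the mean of all tested compounds plus 3 SD, cut at about 5.5% in these data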;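 further: 100% = response to 3 µM Δ7-dafachronic acid high control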
# SMARCA2 act: SMARCA2 function activation, primary screen | AID 652017 | MG213 cells, MMTV-luciferase reporter, dexamethasone, overnight | actives 1% (n = 370,000) | activation, % at 9.1 µM; in the data active means activation above about 7.8%;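 further: 0% = vehicle wells and 100% = reference activator wells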
# DAX1 inh-2: blocks DAX1 repression of SF-1 activated StAR promoter | HEK293T StAR-luciferase reporter, SF-1/DAX-1 repression relief | inhibition, % at 6.8 µM | actives 1.1% (n = 370,000) | AID 652010;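 active means inhibition above the mean over all tested compounds plus 3 SD, cut at about 3.6% in these data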;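 further: 0% = DAX-1 cells with DMSO and 100% = cells lacking DAX-1 with DMSO; higher inhibition means more luminescence from relief of DAX-1 repression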
# ssDAF12 agonist: activates DAF-12 receptor from parasite S. stercoralis. HEK293 ssDAF-12/GRIP1 lit1-tk-luc reporter, luminescence; % of 3 µM dafachronic acid response. activation, % at 6.8 µM. actives 1% (n = 370,000). AID 652126;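 active means activation above the mean over all tested compounds plus 3 SD, cut at about 0.9% in these data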;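 further: 0% = DMSO-only wells and 100% = 3 µM delta7-dafachronic acid wells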
# NPR2 activator: GC-B (human) receptor activation | HEK293-GC-B cells, CNP EC30, cGMP TR-FRET; 0% at EC30 CNP, 100% saturating CNP | AID 1920062 | P20594 | activation, % at 10 µM | actives 0.11% (n = 370,000);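 active means activation at 10 µM reaching about 35% in either raw or pattern-adjusted values, limit read from the data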
# hgDAF12 agonist: agonists of H. glycines DAF-12 nuclear receptor; actives 1.8% (n = 370,000); AID 687014; activation, % at 6.8 µM; HEK293 GAL4-hgDAF12 UAS-luciferase reporter, agonist luminescence; normalized to butyrate control;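 active means activation above a cutoff set at the mean of all screened compounds plus 3 SD, cut at about 10% in these data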;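 further: 0% = DMSO wells and 100% = sodium butyrate wells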
# sPLA2-III inh: Inhibits HGIII-sPLA2 liposome hydrolysis, primary screen; Q9NZ20; QFRET BODIPY PC-A2 liposome hydrolysis, fluorescence; inhibition, % at 12.2 µM; actives 0.56% (n = 370,000);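 active means inhibition above mean plus 3 SD of compounds lying within the high and low control bounds, cut at about 19% in these data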;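 further: 0% = median of test compound wells and 100% = no enzyme DMSO wells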
# ADAM10 inh: ADAM10 inhibition, QFRET primary screen | O14672 | recombinant ADAM10, EDANS/DABCYL FRET peptide cleavage, 3 h | inhibition, % at 7 µM | actives 0.62% (n = 370,000) | AID 720582;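 active means inhibition above a per-campaign cutoff equal to the mean of compounds falling between control-based bounds plus 3 SD, cut at about 20% in these data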;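 further: 0% = DMSO wells while the 100% control is not disclosed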
# Numbers without * were called inactive; · = no result given.
[1] Cc1ccnc(NCc2ccc(Br)cc2)c1
[2] Cc1cc(C(F)(F)F)nc(SCC(=O)Nc2ccccc2)n1
[3] c1ccc(CNC2CCC23CCC(c2ccccc2)CC3)cc1 (stereo unspecified)
[4] CCOC(=O)c1nn(-c2ccccc2)c2nc(-c3ccc(OC)cc3)c(C#N)c(=O)n12
[5] O=C(CN1CCN(S(=O)(=O)c2cc(Cl)ccc2Cl)CC1)Nc1ccc2c(c1)OCCO2
[6] CCCCOCC1CN(CCCC)S(=O)(=O)c2c(Oc3ccc(C)cc3)cccc2O1 (stereo unspecified)
Screen / compound no. | 1 | 2 | 3 | 4 | 5 | 6
DAX1 inh-2 | -0.1 | -0.1 | -0.4 | -0.2 | -1.6 | -0.9
sPLA2-III inh | 5 | 4 | 5 | 7 | -13 | -2
ssDAF12 agonist | -0.7 | -1.3 | -1.7 | -1.9 | -1.0 | -0.5
GAA850 FXN act | 0.8 | 0.2 | · | -2.0 | -0.9 | ·
DAX1 inh-1 | 1.5 | 0.8 | · | 1.5 | -0.6 | ·
ADAM10 inh | 9 | 5 | 6 | -15 | 1 | 5
hgDAF12 agonist | 2.3 | -2.0 | -0.1 | -1.4 | -0.6 | -0.8
SMARCA2 act | -1 | 5 | -5 | 0 | 0 | -2
hcDAF12 agonist | -0.2 | -1.8 | -2.4 | -1.8 | 0.0 | 0.6
NPR1 activator | -20 | -5 | -4 | 3 | -6 | 0
NPR2 activator | -8 | -7 | -10 | 4 | -6 | 1

[7] COC(=O)C1C(=O)CC(C)(O)C(C(=O)OC)C1c1ccc2c(c1)OCO2 (stereo unspecified)
[8] C=CCn1c(COc2cccc(C)c2)nnc1SCC(=O)c1c[nH]c2c(CC)cccc12
[9] C=CCN1[C@H](CC(C)C)COc2cccc(F)c2S1(=O)=O
[10] CCCNC(=O)CNC(=O)c1ccc(C#N)cc1
[11] COc1ccc(CCNC(=O)c2cccn2C)cc1
[12] OC[C@@H]1CN(Cc2ccc(F)cc2)C[C@H](n2cnc3c(NCc4ccco4)ncnc32)O1
Screen / compound no. | 7 | 8 | 9 | 10 | 11 | 12
DAX1 inh-2 | 1.9 | -0.1 | -1.2 | -0.7 | 6.3* | -0.9
sPLA2-III inh | 0 | -1 | 8 | -1 | -2 | -6
ssDAF12 agonist | -0.8 | -1.5 | -0.9 | -1.3 | -0.7 | -0.8
GAA850 FXN act | -0.3 | 2.6 | · | 1.9 | 4.1 | 1.0
DAX1 inh-1 | 1.4 | -1.0 | · | 0.6 | 4.1 | ·
ADAM10 inh | -2 | -4 | -10 | -3 | 11 | -8
hgDAF12 agonist | -0.1 | 2.0 | 0.3 | -1.5 | 8.6 | 5.9
SMARCA2 act | -2 | -1 | -2 | 0 | 8.3* | -1
hcDAF12 agonist | -2.5 | 2.5 | -0.3 | 0.2 | 4.5 | 2.3
NPR1 activator | 1 | 4 | -4 | 0 | 1 | 1
NPR2 activator | 0 | 6 | -2 | 2 | 0 | 10

[13] Cc1ccc(OCC(=O)NC(=S)Nc2cccc(C)n2)cc1
[14] COc1ccccc1CN1C[C@@H]2C[C@@H](c3ccc(Cl)cc3)N3CCC[C@@]23C1=O
[15] CC1=CC(C)(C)N(C(=O)CNC2CCCC2)c2cc(C)ccc21
[16] O=C(O)c1ccc(CN(c2ccccn2)S(=O)(=O)c2ccccc2)cc1
[17] O=C1Nc2ccc(F)cc2C12Nc1ccccc1-c1nnc(SCc3ccccc3F)nc1O2 (stereo unspecified)
[18] Cc1ccccc1NC(=O)CSc1nc(=O)n(CCN2CCOCC2)c2c1CCCC2
Screen / compound no. | 13 | 14 | 15 | 16 | 17 | 18
DAX1 inh-2 | -0.2 | 0.0 | -0.5 | -0.5 | -0.1 | 0.8
sPLA2-III inh | 9 | -4 | 6 | -3 | 2 | 3
ssDAF12 agonist | -0.8 | -1.8 | -1.1 | -1.4 | -1.6 | -1.0
GAA850 FXN act | 1.0 | -1.6 | -1.2 | -0.6 | 0.9 | 0.3
DAX1 inh-1 | 7.8* | 0.8 | 0.1 | 2.1 | 0.7 | -0.8
ADAM10 inh | -21 | -1 | -4 | -56 | -10 | 4
hgDAF12 agonist | 0.4 | 1.2 | -0.4 | 0.2 | 0.0 | 0.2
SMARCA2 act | 3 | -3 | -1 | -1 | 2 | 5
hcDAF12 agonist | 2.0 | 0.2 | -1.9 | 0.7 | -2.5 | -0.7
NPR1 activator | 0 | -27 | -14 | 3 | -4 | -2
NPR2 activator | 1 | -11 | -6 | 6 | -5 | -2

[19] CC(=O)c1ccc(N=Nc2c(C)[nH][nH]c2=O)cc1
[20] Cc1cc(NC(=O)c2cc(C)on2)no1
[21] CCOc1cc(/C=C2\C(=N)N3N=C(N4CCCCC4)SC3=NC2=O)ccc1OC(=O)c1ccco1
[22] COc1cccc(/C=C2\SC(=S)N(CC(=O)N(C)C3CCS(=O)(=O)C3)C2=O)c1 (stereo unspecified)
[23] CC[C@@]1(c2cccc(C)c2)C(=O)N(C(=O)OC)N1C(=O)OC
[24] COc1ccc(CN2C(=O)C(Cc3ccccc3)Nc3ncnc(N4CCOCC4)c32)cc1 (stereo unspecified)
Screen / compound no. | 19 | 20 | 21 | 22 | 23 | 24
DAX1 inh-2 | -0.5 | -0.6 | 0.1 | 1.4 | 0.6 | -0.7
sPLA2-III inh | 3 | 2 | -6 | 4 | 16 | 1
ssDAF12 agonist | -1.4 | -0.2 | -1.1 | -1.1 | -0.9 | -1.1
GAA850 FXN act | 1.4 | 1.1 | -1.4 | 0.3 | 0.1 | 3.1
DAX1 inh-1 | 5.5* | -0.3 | -0.2 | 0.1 | -0.1 | 0.8
ADAM10 inh | 3 | -2 | -44 | -10 | -3 | -5
hgDAF12 agonist | 0.1 | 0.3 | 4.3 | 4.2 | -0.1 | -1.9
SMARCA2 act | 4 | -3 | -2 | 1 | 1 | -3
hcDAF12 agonist | -0.1 | 3.3 | 1.7 | 1.9 | -1.9 | -0.2
NPR1 activator | -5 | 2 | -2 | -2 | -6 | 2
NPR2 activator | -1 | 1 | -3 | 0 | -3 | 4

# In the list so far, these contain four or more nitrogen atoms:
[4] CCOC(=O)c1nn(-c2ccccc2)c2nc(-c3ccc(OC)cc3)c(C#N)c(=O)n12
[8] C=CCn1c(COc2cccc(C)c2)nnc1SCC(=O)c1c[nH]c2c(CC)cccc12
[12] OC[C@@H]1CN(Cc2ccc(F)cc2)C[C@H](n2cnc3c(NCc4ccco4)ncnc32)O1
[17] O=C1Nc2ccc(F)cc2C12Nc1ccccc1-c1nnc(SCc3ccccc3F)nc1O2 (stereo unspecified)
[18] Cc1ccccc1NC(=O)CSc1nc(=O)n(CCN2CCOCC2)c2c1CCCC2
[19] CC(=O)c1ccc(N=Nc2c(C)[nH][nH]c2=O)cc1
[21] CCOc1cc(/C=C2\C(=N)N3N=C(N4CCCCC4)SC3=NC2=O)ccc1OC(=O)c1ccco1
[24] COc1ccc(CN2C(=O)C(Cc3ccccc3)Nc3ncnc(N4CCOCC4)c32)cc1 (stereo unspecified)
Screen / compound no. | 4 | 8 | 12 | 17 | 18 | 19 | 21 | 24
DAX1 inh-2 | -0.2 | -0.1 | -0.9 | -0.1 | 0.8 | -0.5 | 0.1 | -0.7
sPLA2-III inh | 7 | -1 | -6 | 2 | 3 | 3 | -6 | 1
ssDAF12 agonist | -1.9 | -1.5 | -0.8 | -1.6 | -1.0 | -1.4 | -1.1 | -1.1
GAA850 FXN act | -2.0 | 2.6 | 1.0 | 0.9 | 0.3 | 1.4 | -1.4 | 3.1
DAX1 inh-1 | 1.5 | -1.0 | · | 0.7 | -0.8 | 5.5* | -0.2 | 0.8
ADAM10 inh | -15 | -4 | -8 | -10 | 4 | 3 | -44 | -5
hgDAF12 agonist | -1.4 | 2.0 | 5.9 | 0.0 | 0.2 | 0.1 | 4.3 | -1.9
SMARCA2 act | 0 | -1 | -1 | 2 | 5 | 4 | -2 | -3
hcDAF12 agonist | -1.8 | 2.5 | 2.3 | -2.5 | -0.7 | -0.1 | 1.7 | -0.2
NPR1 activator | 3 | 4 | 1 | -4 | -2 | -5 | -2 | 2
NPR2 activator | 4 | 6 | 10 | -5 | -2 | -1 | -3 | 4

# Values in list order from above:
# Compounds 19 to 24 in DAX1 inh-1, in turn: 5.5*, -0.3, -0.2, 0.1, -0.1, 0.8
# Compounds 19 to 24 in NPR1 activator, in turn: -5, 2, -2, -2, -6, 2
# Compounds 19 to 24 in NPR2 activator, in turn: -1, 1, -3, 0, -3, 4
